T cell HTS – modulators of CD8 T cell-vesicle binding, primary screen, mouse 2C CD8+ T cells, flow cytometry; AID 2052, 2009; 2C CD8+ T cell-vesicle binding; stronger effect = lower value; 330,000 tested, 0.068% active; calls only at 7 µM;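 active = response, share of CD8 T cells binding vesicles, and their 90th percentile fluorescence all below set limits, cut at about 80% in these data, passing the limit was not always enough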
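Material: murine 2C transgenic CD8+ T lymphocytes / Also added: QL9-peptide-loaded Drosophila micro-vesicles bearing Ld, ICAM-1 and B7-1 / Schedule: binding step 1.5 h, 37 °C, antibody labelling 20 min, ice / Signal: flow cytometry, PE anti-B7-1 (FL2) versus Alexa647 anti-CD8 (FL8), PFA-fixed / Evaluation: percent CD8+ FL2 mean versus row control / Benchmarks: naked versus QL9-loaded vesicles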
Rac1 GTP hydrolysis – MgcRacGAP GTPase-activating activity inhibitors, confirmation, biochemical, ADP Hunter fluorescence; inhibition, % at 30 µM, or IC50 in µM where a hit was titrated; MgcRacGAP-stimulated Rac1 GTP hydrolysis, ADP Hunter fluorescence; higher % means a stronger effect; GST-tagged Rac1 F28L mutant substrate; 340,000 tested, 0.6% active;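 active = first-screen hits whose inhibition reached a set limit at any dose in the follow-up dose series; inconclusive = inhibition above the set first-screen limit but never retested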;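 also: fluorescence reports GDP produced by GAP-driven GTP hydrolysis; strong numbers were not always called active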
RSV antiviral HEp-2 – RSV antiviral activity via CPE protection, HEp-2 cells, primary 10 µM value included (AID 2391); 310,000 tested, 0.13% active; HEp-2 cells, RSV-induced CPE inhibition; higher % means a stronger effect; one-dose CPE inhibition, % at 10 µM; IC50 in µM for titrated hits; in the data active = a potency from the dose series; inconclusive = CPE inhibition mostly from about 23% at the one dose, without a potency; inactive = the rest, 99 in 100 with CPE inhibition below about 21%; also: strong numbers were not always called active
PhoP inhibition – inhibitors of PhoP regulon expression, primary screen, Salmonella Typhimurium, GFP reporter (AID 1863) | 300,000 tested, 0.16% active | one-dose inhibition, % at 50 µM; IC50 in µM for titrated hits | S. Typhimurium PhoP-regulated promoter GFP reporter, 4 h; higher % means a stronger effect;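 active = inhibition over 29.93%, a cutoff 3 SD above the screen mean, later confirmed by dose response; inconclusive = inhibition over 29.93% but no dose response follow-up; inactive = inhibition at most 29.93% or unconfirmed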;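 also: 0% = low Mg2+ inducing control and 100% = high Mg2+ repressing control; strong numbers were not always called active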
UTI89 phage lysis – inhibition of K1F phage lysis, E. coli UTI89, bacterial capsule biogenesis inhibitors, alamar blue (AID 488966). inhibition, % at 100 µM; hits with a dose series show IC50 in µM. E. coli UTI89 K1F phage lysis, alamar blue, 2 h; higher % means a stronger effect. 340,000 tested, 0.02% active;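 active = phage lysis inhibition, versus mean bacterial control, above a set limit; inconclusive = no clear call, values can overlap the other calls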;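 also: capsule biogenesis inhibitors block K1F phage lysis so surviving cells raise fluorescence; higher fluorescence means more inhibition of phage lysis; actives were called in the ten point dose series up to 300 µM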
Dengue-2 NS5 capping – Dengue-2 NS5 methyltransferase inhibitors, primary screen, biochemical, confirmation dose response (AID 588689); 340,000 tested, 0.3% active; Genome polyprotein (Dengue virus type 2 (strain 16681-PDK53)); inhibition, % at 25 µM; hits with a dose series show IC50 in µM; Dengue-2 NS5 methyltransferase capping enzyme assay, biochemical; higher % means a stronger effect; in the data active = a potency from the dose series; inconclusive = inhibition above about 29% without an active follow-up result
West Nile virus CPE – West Nile virus antiviral activity, cell-based, CPE readout (AID 1621) | CPE inhibition, % at 10 µM; hits with a dose series show IC50 in µM | West Nile virus-infected cells, CPE inhibition; higher % means a stronger effect | 290,000 tested, 0.02% active; in the data active = a potency from the dose series; inconclusive = CPE inhibition mostly from about 3.7% at the one dose, without a potency; inactive = the rest, 99 in 100 with CPE inhibition below about 2.2%; also: strong numbers were not always called active
Large T inhibition – SV40 large T antigen inhibitors, biochemical (AID 1903). SV40 large T antigen ATPase/helicase inhibition assay; higher % means a stronger effect. inhibition, % at 20 µM, or IC50 in µM where a hit was titrated. 310,000 tested, 0.39% active; in the data active = a potency from the dose series; inconclusive = inhibition mostly from about 32% at the one dose, without a potency; inactive = the rest, 99 in 100 with inhibition below about 32%; also: strong numbers were not always called active
NTR1 agonist – agonists of NTR1, primary screen, imaging, U2OS cells, beta-arrestin-GFP, high content (AID 493036) | activation, % at 20 µM | 330,000 tested, 0.17% active | NTR1-U2OS beta-arrestin-GFP spot imaging, agonist mode;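 active = activation at or above 40% of the spot to cytoplasm intensity ratio, with at least 20 cells analyzed; inconclusive = wells under 20 cells, flagged as cytotoxic or low count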;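 also: 0% = DMSO without peptide and 100% = 100 nM NTR1 peptide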
Target sequence (P30989 whole entry, looked up): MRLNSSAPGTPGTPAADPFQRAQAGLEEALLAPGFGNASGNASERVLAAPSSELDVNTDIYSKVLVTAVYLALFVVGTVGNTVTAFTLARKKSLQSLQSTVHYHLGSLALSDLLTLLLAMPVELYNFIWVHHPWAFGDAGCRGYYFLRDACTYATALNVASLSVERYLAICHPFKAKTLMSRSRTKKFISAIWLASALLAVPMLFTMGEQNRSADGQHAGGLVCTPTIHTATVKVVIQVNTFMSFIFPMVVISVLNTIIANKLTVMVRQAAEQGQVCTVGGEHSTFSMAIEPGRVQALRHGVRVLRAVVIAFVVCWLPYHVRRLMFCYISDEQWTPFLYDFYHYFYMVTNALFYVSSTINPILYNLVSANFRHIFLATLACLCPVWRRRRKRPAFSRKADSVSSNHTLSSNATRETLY
T cell HTS vesicle-bound % – recorded beside T cell HTS, whose call it bears; double positive events, %; measured here: CD8+ vesicle-bound cell fraction;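 binding gate set so that unloaded-vesicle control wells show 10% double positive cells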
NTR1 agonist cell count 20 µM – recorded beside NTR1 agonist, whose call it bears; cell count; measured here: cell count, cytotoxicity flag
Active calls of the source: *; & = joins results of further samples; [ ] = another dose, or the depositor's remark. An unsorted share of the library, and some 1.5% of all compounds hit somewhere here.

`Cc1ccc(C2CC(C(F)(F)F)n3nc(C(=O)Nc4c(C)n(C)n(-c5ccccc5)c4=O)cc3N2)cc1` (centres undefined) gave T cell HTS inactive, Rac1 GTP hydrolysis -7%, RSV antiviral HEp-2 2.9%, PhoP inhibition -7%, UTI89 phage lysis -0.2%, Dengue-2 NS5 capping 7%, West Nile virus CPE -0.2%, Large T inhibition 11%, NTR1 agonist 0.5, T cell HTS vesicle-bound % 50 and NTR1 agonist cell count 20 µM 64.
For CC(C)C[C@H](NC(=O)c1nc[nH]c1C(=O)N[C@@H](CCCCN)C(=O)OC(C)(C)C)C(=O)OC(C)(C)C the results were T cell HTS inactive, Rac1 GTP hydrolysis 5%, UTI89 phage lysis 1.4%, Dengue-2 NS5 capping -2%, NTR1 agonist 4.1, T cell HTS vesicle-bound % 42 and NTR1 agonist cell count 20 µM 66.
CCCCOCCCNC(=O)N[C@H](C(=O)OC)C(C)CC (some centres undefined) was read as T cell HTS inactive, Rac1 GTP hydrolysis 1%, RSV antiviral HEp-2 2.2%, PhoP inhibition 3%, UTI89 phage lysis 0.1%, Dengue-2 NS5 capping -3%, West Nile virus CPE 0.1%, Large T inhibition 10%, NTR1 agonist 0.2, T cell HTS vesicle-bound % 44 and NTR1 agonist cell count 20 µM 50.
COc1ccc(Br)cc1CNC(=O)C1CCN(S(=O)(=O)N2CCCC2)CC1 was read as T cell HTS inactive, Rac1 GTP hydrolysis 2%, RSV antiviral HEp-2 4.8%, PhoP inhibition 0%, UTI89 phage lysis 3.5%, Dengue-2 NS5 capping -3%, West Nile virus CPE -0.5%, Large T inhibition 2%, NTR1 agonist 1.2, T cell HTS vesicle-bound % 64 and NTR1 agonist cell count 20 µM 51.
`COC(=O)c1ccc(NC(=O)CSc2nnc(-c3ccccc3)n2C)cc1` gave T cell HTS inactive, Rac1 GTP hydrolysis 2%, RSV antiviral HEp-2 2.1%, PhoP inhibition -5%, UTI89 phage lysis 0.4%, Dengue-2 NS5 capping -1%, West Nile virus CPE 0.6%, Large T inhibition 5%, NTR1 agonist -0.6, T cell HTS vesicle-bound % 3 and NTR1 agonist cell count 20 µM 61.
`Cn1sccc1=O` gave T cell HTS inactive, Rac1 GTP hydrolysis 13%, RSV antiviral HEp-2 1.3%, PhoP inhibition -7%, UTI89 phage lysis -7.3%, Dengue-2 NS5 capping -2%, Large T inhibition 19%, NTR1 agonist 0.4, T cell HTS vesicle-bound % 21 and NTR1 agonist cell count 20 µM 64.
Screening O=c1[nH]c2ccccc2nc1C(F)(F)C(F)F returned T cell HTS inactive, Rac1 GTP hydrolysis -2%, RSV antiviral HEp-2 1.5%, PhoP inhibition 4%, UTI89 phage lysis 4.7%, Dengue-2 NS5 capping -2%, West Nile virus CPE -0.2%, Large T inhibition 12%, NTR1 agonist 5.1, T cell HTS vesicle-bound % 3 and NTR1 agonist cell count 20 µM 77.
NC(=O)C1CCN(C2CC(=O)N(c3cccc(F)c3)C2=O)CC1 (centres undefined) was read as T cell HTS inactive, Rac1 GTP hydrolysis 16%, RSV antiviral HEp-2 2.3%, PhoP inhibition -12%, UTI89 phage lysis -0.5%, Dengue-2 NS5 capping -2%, West Nile virus CPE 0.2%, Large T inhibition 13%, NTR1 agonist 0.3, T cell HTS vesicle-bound % 22 and NTR1 agonist cell count 20 µM 52.
For Cc1cccc(N=C2NN=C(c3c[nH]c4ccccc34)CS2)c1 the results were T cell HTS inactive, Rac1 GTP hydrolysis 12%, RSV antiviral HEp-2 inconclusive, PhoP inhibition 23%, UTI89 phage lysis 0.3%, Dengue-2 NS5 capping -5%, West Nile virus CPE -0.6%, Large T inhibition 18%, NTR1 agonist 4.6, T cell HTS vesicle-bound % 51 and NTR1 agonist cell count 20 µM 81.
For O=C1CCC([N+](=O)[O-])C(c2ccc(F)c(Br)c2)N1 (centres undefined) the results were T cell HTS inactive, Rac1 GTP hydrolysis 2%, RSV antiviral HEp-2 1.4%, PhoP inhibition 9%, UTI89 phage lysis -0.3%[50 µM], Dengue-2 NS5 capping 0%, West Nile virus CPE -0.1%, Large T inhibition 8%, NTR1 agonist 1.7, T cell HTS vesicle-bound % 35 and NTR1 agonist cell count 20 µM 52.
`Cc1ccc(C(=O)NCC(=O)NCc2ccccc2F)s1` gave T cell HTS inactive, Rac1 GTP hydrolysis 7%, UTI89 phage lysis 0.4%[50 µM], Dengue-2 NS5 capping 5%, NTR1 agonist -1.3, T cell HTS vesicle-bound % 38 and NTR1 agonist cell count 20 µM 56.
`CCC1Sc2ccc(S(=O)(=O)CCC(=O)NC3CCCCCC3)cc2NC1=O` (centres undefined) gave T cell HTS inactive, Rac1 GTP hydrolysis 6%, RSV antiviral HEp-2 7.2%, PhoP inhibition 0%, UTI89 phage lysis 0.0%, Dengue-2 NS5 capping 2%, West Nile virus CPE -0.1%, Large T inhibition -2%, NTR1 agonist 2.4, T cell HTS vesicle-bound % 14 and NTR1 agonist cell count 20 µM 62.
`CC(OC(=O)CCC(=O)c1ccc(F)cc1)C(=O)NC1CCCCC1C` (centres undefined) gave T cell HTS inactive, Rac1 GTP hydrolysis 7%, RSV antiviral HEp-2 1.6%, PhoP inhibition 11%, UTI89 phage lysis 2.2%[50 µM], Dengue-2 NS5 capping -1%, West Nile virus CPE -0.2%, Large T inhibition 24%, NTR1 agonist -0.1, T cell HTS vesicle-bound % 42 and NTR1 agonist cell count 20 µM 34.
Screening CCOC(=O)C(Nc1ccc2ccccc2c1)C(=O)OCC returned T cell HTS inactive, Rac1 GTP hydrolysis 10%, RSV antiviral HEp-2 2.5%, PhoP inhibition 18%, UTI89 phage lysis 1.3%[50 µM], Dengue-2 NS5 capping 10%, West Nile virus CPE -2.2%, Large T inhibition 4%, NTR1 agonist 1.0, T cell HTS vesicle-bound % 48 and NTR1 agonist cell count 20 µM 43.
Screening CCC(C)C(NC(=O)C1CCC(C)CC1)C(=O)NCc1cccnc1 (centres undefined) returned T cell HTS inactive, Rac1 GTP hydrolysis 4%, RSV antiviral HEp-2 0.8%, PhoP inhibition 5%, UTI89 phage lysis -0.2%, Dengue-2 NS5 capping -4%, West Nile virus CPE 0.4%, Large T inhibition 21%, NTR1 agonist -1.8, T cell HTS vesicle-bound % 38 and NTR1 agonist cell count 20 µM 85.
`FC(F)Oc1ccc(NC(=S)N2CCN(Cc3ccccc3)CC2)cc1` gave T cell HTS inactive, Rac1 GTP hydrolysis 3%, RSV antiviral HEp-2 0.4%, PhoP inhibition -9%, UTI89 phage lysis -0.2%, Dengue-2 NS5 capping 2%, West Nile virus CPE -0.9%, Large T inhibition 2%, NTR1 agonist 1.5, T cell HTS vesicle-bound % 29 and NTR1 agonist cell count 20 µM 49.
Screening O=C(COC(=O)c1cccnc1)Nc1ccc2c(c1)OCO2 returned T cell HTS inactive, Rac1 GTP hydrolysis 8%, RSV antiviral HEp-2 0.4%, PhoP inhibition -3%, UTI89 phage lysis 0.7%, Dengue-2 NS5 capping -11%, West Nile virus CPE 0.9%, Large T inhibition -2%, NTR1 agonist 0.3, T cell HTS vesicle-bound % 26 and NTR1 agonist cell count 20 µM 25.
COc1ccc(CCNC(=O)/C(C#N)=C2\N=C(NC(=O)c3cccs3)c3ccccc32)cc1 was read as T cell HTS inactive, Rac1 GTP hydrolysis 3%, RSV antiviral HEp-2 2.8%, PhoP inhibition -4%, UTI89 phage lysis -4.5%, Dengue-2 NS5 capping 28%, West Nile virus CPE -0.3%, Large T inhibition 11%, NTR1 agonist 1.9, T cell HTS vesicle-bound % 55 and NTR1 agonist cell count 20 µM 41.
Screening C/C(N)=C(/C#N)C(=O)COC(=O)COc1ccc(Cl)cc1 returned T cell HTS inactive, Rac1 GTP hydrolysis -5%&4%, RSV antiviral HEp-2 0.3%, PhoP inhibition -5%, UTI89 phage lysis -1.9%&0.3%, Dengue-2 NS5 capping 10%&-4%, West Nile virus CPE -0.2%, Large T inhibition 4%, NTR1 agonist 0.9, T cell HTS vesicle-bound % 12 and NTR1 agonist cell count 20 µM 86.
For COc1cccc(C(=O)N2CCN(Cc3ccco3)CC2)c1OC the results were T cell HTS inactive, Rac1 GTP hydrolysis 28%, RSV antiviral HEp-2 1.3%, PhoP inhibition 9%, UTI89 phage lysis -0.3%, Dengue-2 NS5 capping -8%, West Nile virus CPE 0.2%, Large T inhibition 26%, NTR1 agonist -0.3, T cell HTS vesicle-bound % 36 and NTR1 agonist cell count 20 µM 76.
COC(=O)C1CCN(c2ccc(Cl)nn2)CC1 was read as T cell HTS inactive, Rac1 GTP hydrolysis -2%, RSV antiviral HEp-2 -0.6%, PhoP inhibition 5%, UTI89 phage lysis 0.4%, Dengue-2 NS5 capping -14%, West Nile virus CPE 0.6%, Large T inhibition -4%, NTR1 agonist -1.5, T cell HTS vesicle-bound % 54 and NTR1 agonist cell count 20 µM 95.
c1csc(-c2nc(CN3CCSCC3)cs2)c1 was read as T cell HTS inactive, Rac1 GTP hydrolysis 13%, PhoP inhibition -3%, UTI89 phage lysis -1.7%, Dengue-2 NS5 capping 11%, West Nile virus CPE 0.5%, Large T inhibition 13%, NTR1 agonist 0.4, T cell HTS vesicle-bound % 27 and NTR1 agonist cell count 20 µM 69.
NC(=O)CC(NC(=O)c1ccc(Br)cc1)c1ccc(N2CCC(Br)CC2)c([N+](=O)[O-])c1 (centres undefined) was read as T cell HTS inactive, Rac1 GTP hydrolysis 7%, RSV antiviral HEp-2 3.4%, PhoP inhibition 3%, UTI89 phage lysis 2.2%, Dengue-2 NS5 capping -11%, West Nile virus CPE -0.5%, Large T inhibition 5%, NTR1 agonist 2.6, T cell HTS vesicle-bound % 56 and NTR1 agonist cell count 20 µM 100.
`Cc1ccc(C(=O)NCCCN2CCOCC2)cc1S(=O)(=O)N1CCOCC1` gave T cell HTS inactive, Rac1 GTP hydrolysis 4%, RSV antiviral HEp-2 0.4%, UTI89 phage lysis 0.7%[50 µM], Dengue-2 NS5 capping 0%, NTR1 agonist 0.1, T cell HTS vesicle-bound % 36 and NTR1 agonist cell count 20 µM 68.
